Assay outcomes as filed in PubChem.
RGS4 inhibitor: human RGS4 inhibition; P49798; Transcreener GDP fluorescence polarization, RGS4-accelerated GTP hydrolysis; Potency, µM (highest dose often 114 µM), for the others: at the highest dose activity change, negative = inhibition, most hits filed as inhibitors; 0.039% of 390,000 active; further: on the % scale 0 is the no-effect control and ±100 the full control effect; nearly all actives have a fitted effect of over 75% in size; some results filed as inactive show a strong effect at the top dose
Target sequence (P49798 whole entry, looked up): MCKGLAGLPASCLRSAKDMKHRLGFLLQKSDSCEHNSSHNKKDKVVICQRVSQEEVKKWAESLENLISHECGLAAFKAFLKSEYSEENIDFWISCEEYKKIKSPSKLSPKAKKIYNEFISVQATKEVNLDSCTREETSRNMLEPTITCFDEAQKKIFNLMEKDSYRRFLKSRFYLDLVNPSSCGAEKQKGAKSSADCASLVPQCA
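MLSMR compounds (23 nl, pin-transferred) preincubated 10 min at room temperature with a 500nM (2x) first reagent, then RGS4 at 900nM (2x) plus Transcreener GDP mix added; fluorescence polarization (620/688 nm) read before and after 90 min at 30 °C.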
Vif-A3F inh: Vif-A3F binding inhibition; HeLa A3F-eYFP + Vif (tagged APOBEC3F with the HIV-1 protein that degrades it), YFP fluorescence increase; Potency, µM (doses to about 46.1 µM), inactives show at the highest dose activity, negative = active; 0.2% of 390,000 active; further: % of control where 0% means no effect; nearly all actives have a fitted effect of over 65% in size
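HeLa cells stably expressing A3F-eYFP plus Vif, plated and incubated overnight at 37 deg C, then exposed to compounds overnight at 37 deg C. Blocked degradation read as raised yellow fluorescence (Ex 488/Em 500-530).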
ALOX12 inh: ALOX12 (human) lipoxygenase inhibition | P18054 | purified 12hLO, xylenol orange hydroperoxide absorbance | Potency, µM (top dose mostly 108 µM), without a hit: at the highest dose activity change, negative = inhibition, hits mostly inhibitors | 1.1% of 580,000 active; further: on the % scale 0 is the no-effect control and ±100 the full control effect
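Purified human 12hLO at 150 nM in 25 mM Hepes, 0.01% Triton X-100, pH 7.0, preincubated 15 min at room temperature with compound. Reaction started with 40 uM arachidonic acid, 30 min at room temperature. Hydroperoxide measured by Fe-xylenol orange, 573/405 nm absorbance ratio.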
rTrxR1 inhibitor: inhibitors of rat thioredoxin reductase 1; O89049; recombinant rTrxR1, NADPH fluorescence consumption, selenite substrate; Potency, µM (highest dose often 114 µM), for the others: at the top dose activity change, negative = inhibition, usual class: inhibitors; 1% of 390,000 active; further: on the % scale 0 is the no-effect control and ±100 the full control effect; nearly all actives have a fitted effect of over 65% in size
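Rat TrxR1 (90 nM in the dispensed reagent) was pre-reduced with 400 uM NADPH for 5 min at room temperature, then incubated with compound for 15 min. After 400 uM selenite was added, NADPH fluorescence (Ex 340/Em 450 nm) was followed for 8 min.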
TrxR1 substrate: is turned over as a substrate by rat TrxR1; O89049; purified TrxR1 substrate turnover, NADPH consumption readout; Potency, µM (highest dose often 114 µM), for inactives: at the top dose activity change, negative = substrate turnover; 0.01% of 390,000 active; AID 588456; further: on the % scale 0 is the no-effect control and ±100 the full control effect; nearly all actives have a fitted effect of over 50% in size
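Rat TrxR1, dispensed at 90 nM, was prereduced with 400 uM NADPH (final) for 5 min at ~22 deg C, then incubated with compound 15 min before 400 uM selenite. A first-read NADPH fluorescence drop versus no-compound background flagged substrates.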
Vif-A3G inh: Vif-A3G binding inhibition | Q9HC16 | HeLa A3G-eYFP + Vif (tagged APOBEC3G with the HIV-1 protein that degrades it), YFP fluorescence, overnight | Potency, µM (series often up to 46.1 µM), for the others: at the top dose activity, negative = active, usual class: inhibitors | 0.076% of 410,000 active | AID 602310;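 further: on the % scale 0 is the no-effect control and ±100 the full control effect; nearly all actives have a fitted effect of over 60% in size; hits raise eYFP signal because A3G escapes Vif-driven loss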
Target sequence (Q9HC16 whole entry, looked up): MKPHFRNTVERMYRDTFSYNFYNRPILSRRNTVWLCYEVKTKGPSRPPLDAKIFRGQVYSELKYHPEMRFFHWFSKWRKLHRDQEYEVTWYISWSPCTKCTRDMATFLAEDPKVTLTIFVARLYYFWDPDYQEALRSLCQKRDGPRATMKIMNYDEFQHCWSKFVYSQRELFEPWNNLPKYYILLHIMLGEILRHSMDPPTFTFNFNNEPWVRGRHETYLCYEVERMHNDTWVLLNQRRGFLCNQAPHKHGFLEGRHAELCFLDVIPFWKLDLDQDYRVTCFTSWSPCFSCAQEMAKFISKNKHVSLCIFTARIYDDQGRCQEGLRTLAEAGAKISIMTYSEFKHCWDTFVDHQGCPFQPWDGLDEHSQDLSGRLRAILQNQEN
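HeLa cells stably expressing Vif and C-terminally eYFP-tagged A3G, seeded overnight at 37 deg C, then exposed to compound by pintool overnight at 37 deg C. Rise in yellow fluorescence (Ex 488/Em 500-530, Acumen) marks blocked Vif-driven A3G degradation.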
mIDH1 inhibitor: inhibitors of human mutant IDH1 R132H; O75874; IDH1-R132H enzyme, NADPH consumption, diaphorase/resazurin fluorescence; Potency, µM (series often up to 76.6 µM), without a hit: top-dose activity change, negative = inhibition, hits mostly inhibitors; 0.093% of 390,000 active; further: on the % scale 0 is the no-effect control and ±100 the full control effect; nearly all actives have a fitted effect of over 65% in size
Target sequence (O75874 whole entry R132H, stated change not applied): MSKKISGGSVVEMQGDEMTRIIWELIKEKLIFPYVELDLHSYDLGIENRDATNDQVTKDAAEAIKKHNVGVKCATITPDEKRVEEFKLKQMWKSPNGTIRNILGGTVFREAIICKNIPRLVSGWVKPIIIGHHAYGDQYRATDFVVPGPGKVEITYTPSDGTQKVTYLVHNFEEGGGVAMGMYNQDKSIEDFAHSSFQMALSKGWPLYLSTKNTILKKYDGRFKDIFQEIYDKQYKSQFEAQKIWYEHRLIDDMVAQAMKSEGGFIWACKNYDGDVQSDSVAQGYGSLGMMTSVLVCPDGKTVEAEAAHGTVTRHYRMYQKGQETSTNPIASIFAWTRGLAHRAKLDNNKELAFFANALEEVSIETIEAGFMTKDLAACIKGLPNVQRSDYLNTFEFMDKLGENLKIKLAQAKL
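IDH1-R132H (0.5 ug/mL) preincubated 30 min with compound, then NADPH (0.016 mM) and alpha-KG (2 mM) added; 80 min at RT, pH 7.5. Remaining NADPH coupled via diaphorase/resazurin to fluorescence (540/590 nm); concentration-response curves normalized to no-enzyme control.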
RXFP1 agonist: agonists of human relaxin receptor RXFP1; 0.3% of 370,000 active; HEK293T-RXFP1 cAMP TR-FRET, 30 min; response scale: percent of porcine relaxin response, buffer zero; Q9HBX9; AID 2676; Potency, µM (series often up to 57.5 µM), for inactives: top-dose activation, usual class: activators; further: on the % scale 0 is the no-effect control and ±100 the full control effect; nearly all actives have a fitted effect of over 60% in size; many of its hits are not listed in these tables
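Agonist response is measured as cAMP accumulation in an RXFP1-transfected HEK293T line under PDE4 inhibition. Values are scaled between buffer-only and 29 nM porcine relaxin, and EC50s come from standard Hill equation fits.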
USP1 inh: USP1/UAF1 (human) deubiquitinase inhibition; recombinant USP1/UAF1, Ub-Rhodamine cleavage fluorescence; AID 743255; 0.23% of 390,000 active; Potency, µM (top dose mostly 57.1 µM), for the others: top-dose activity change, negative = inhibition, actives largely listed as inhibitors; further: on the % scale 0 is the no-effect control and ±100 the full control effect; nearly all actives have a fitted effect of over 60% in size; inactives centre near -12
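USP1/UAF1 complex (1 nM) preincubated 15 min at room temperature with compound, then Ub-Rho substrate (150 nM final) added. Kinetic fluorescence at 480/540 nm over 6 reads at 60 s intervals; 50 mM HEPES pH 7.8, 0.5 mM EDTA, 0.1 mg/ml BSA, 1 mM TCEP, 0.01% Tween-20.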
The depositor's hits bear a star; ? = inconclusive; . = no result given; & = joins results of further samples; [ ] = another dose, or the depositor's remark. The call rests on the fitted dose curve; in most records, active means well fitted curve in the direction sought with a large enough effect; inconclusive means small, poorly fitted or top-dose-only effect, or another doubt; inactive means no such curve, though single readings can be large; an effect the other way counts as inactive or inconclusive. Potency means the concentration at half of the fitted maximal effect. An excerpt. The share of hits here may be higher or lower than overall.

SMILES	RGS4 inhibitor	Vif-A3F inh	ALOX12 inh	rTrxR1 inhibitor	TrxR1 substrate	Vif-A3G inh	mIDH1 inhibitor	RXFP1 agonist	USP1 inh
CC(=O)Nc1c(C)nn(-c2ccc([N+](=O)[O-])cc2)c1C	8%	-1%	0%	2%	-2%	-10%	3%	0.1%	-5%
CSc1ccc(-c2nc(O)c3cnccn23)cc1	4%	2%	?	-10%	-10%	-6%	0%	-5.8%	-22%
CCOC(=O)C1=C(C)N=c2s/c(=C/c3ccc(OCC(=O)O)cc3)c(=O)n2C1c1ccc(F)cc1 (stereo not drawn)	?	9%	?	-3%	-11%	0%	2%	-1.4%	-23%
Cc1cc(C)c(S(=O)(=O)c2cccc(Cl)c2)c(=O)[nH]1	13%	-4%	14%	7%	-5%	2%	-8%	2.5%	-19%
Cc1c(C(=O)OCC(=O)Nc2cccc(S(N)(=O)=O)c2)oc2c1ccc1ccccc12	-28%	?	-14%	39%[activator]	42%[activator]	-19%	0%	0.6%	-12%
COc1ccc(OC)c(N)c1	?	0%	-5%	-23%	-1%	2%	18%	0.2%	-18%
CC(OC(=O)/C=C/c1ccccc1)C(=O)NC1CCCCC1C (stereo not drawn)	-9%	-6%	-19%	11%	3%	0%	0%	-1.5%	-20%
CCCN(CCC)CCN1C(=O)C2C(C(=O)Nc3ccc(C)cc3)C3C=CC2(O3)C1C(=O)NC1CCCCC1 (stereo not drawn)	9%	-6%	?	35%[57.1 µM]	10%[57.1 µM]	0%	1%	-1.9%	-8%
COc1cc(C(=O)NCc2cn3ccsc3n2)cc(OC)c1OC	-18%	-1%	4%	22%	3%	-2%	1%	.	-10%
Cn1c2ccccc2c2cnn(CC(=O)NCc3ccc(Cl)cc3)c(=O)c21	0%	1%	?	17%	13%	1%	-21%	17%	-22%

An excerpt from above in order of number of heavy atoms, largest number first.
SMILES	RGS4 inhibitor	Vif-A3F inh	ALOX12 inh	rTrxR1 inhibitor	TrxR1 substrate	Vif-A3G inh	mIDH1 inhibitor	RXFP1 agonist	USP1 inh
CCCN(CCC)CCN1C(=O)C2C(C(=O)Nc3ccc(C)cc3)C3C=CC2(O3)C1C(=O)NC1CCCCC1 (stereo not drawn)	9%	-6%	?	35%[57.1 µM]	10%[57.1 µM]	0%	1%	-1.9%	-8%
CCOC(=O)C1=C(C)N=c2s/c(=C/c3ccc(OCC(=O)O)cc3)c(=O)n2C1c1ccc(F)cc1 (stereo not drawn)	?	9%	?	-3%	-11%	0%	2%	-1.4%	-23%
Cc1c(C(=O)OCC(=O)Nc2cccc(S(N)(=O)=O)c2)oc2c1ccc1ccccc12	-28%	?	-14%	39%[activator]	42%[activator]	-19%	0%	0.6%	-12%
Cn1c2ccccc2c2cnn(CC(=O)NCc3ccc(Cl)cc3)c(=O)c21	0%	1%	?	17%	13%	1%	-21%	17%	-22%
COc1cc(C(=O)NCc2cn3ccsc3n2)cc(OC)c1OC	-18%	-1%	4%	22%	3%	-2%	1%	.	-10%
CC(=O)Nc1c(C)nn(-c2ccc([N+](=O)[O-])cc2)c1C	8%	-1%	0%	2%	-2%	-10%	3%	0.1%	-5%
CSc1ccc(-c2nc(O)c3cnccn23)cc1	4%	2%	?	-10%	-10%	-6%	0%	-5.8%	-22%

Next section:
SMILES	RGS4 inhibitor	Vif-A3F inh	ALOX12 inh	rTrxR1 inhibitor	TrxR1 substrate	Vif-A3G inh	mIDH1 inhibitor	RXFP1 agonist	USP1 inh
Cn1c(Cc2ccccc2)nnc1SCC(=O)c1ccc(Br)s1	-37%	-7%	-4%	-31%	-5%	-1%	4%	1.3%	-4%
CCCCCC(=O)Nc1ccc(C(=O)CN2C(=O)NC3(CCCCCC3)C2=O)cc1	4%	-22%	11%	1%[57.1 µM]	-3%[57.1 µM]	2%	-18%	0.2%	-18%
CC(C)(C)CC(=O)NCCCN1CCOCC1	-18%	-3%	-5%	12%	1%	4%	-9%	0.7%	-25%
Cc1c(C)n(Cc2ccc(F)cc2)c2ccc(C(=O)N3CCN(c4ccc(Cl)cc4)CC3)cc12	3%	1%	-4%	29%[57.1 µM]	1%[57.1 µM]	2%	1%	-0.5%	1%
COc1ccccc1NC(=O)c1cnc(SCC(=O)NCCc2ccccc2)n(C)c1=O	-5%	-17%	?	-1%	16%	4%	5%	4.6%	-21%
O=C(NCc1ccc(OC(F)(F)F)cc1)C1CC(c2ccc(C(F)(F)F)cc2)=NO1 (stereo not drawn)	-10%	0%	10%	3%	-7%	-19%	-3%	.	-15%
Cc1occc1-c1nnc(SCC(=O)NCC2CCCO2)n1C (stereo not drawn)	?	.	9%	-2%	5%	3%	4%	2.2%	-19%
Cc1[nH]nc(C(F)(F)F)c1N=NN1CCOCC1	-2%	3%	-23%	-17%	-5%	0%	-1%	.	-16%
O=c1c2ccccc2ncn1CCOCCOc1cccc(Br)c1	-15%	5%	-2%	17%[57.1 µM]	10%[57.1 µM]	-2%	6%	-0.8%	-15%
O=C(CCNC(=O)c1ccc(Cl)cc1)NCc1ccccc1Cl	25%	-24%	9%	23%[57.1 µM]	8%[57.1 µM]	-5%	0%	-1.4%	-7%
O=C(O)C1(O)C[C@@H](O)C(O)[C@H](O)C1 (stereo partly drawn)	11%	-3%	17%	22%	2%	2%	19%	.	9%
O=C(NNc1c2ccccc2nc2ccccc12)c1ccc(Cl)cc1	-10%[56.9 µM]	6%	-3%	-2%	-3%	2%	6%	-1.9%	-23%
CCc1ccccc1NC(=O)c1ccc(S(=O)(=O)NCC2CCCO2)cc1 (stereo not drawn)	22%	-3%	0%	22%	3%	2%	0%	3.1%	5%
CCOc1ccc(N(CC(=O)OC)S(=O)(=O)c2ccc(OC)c(OC)c2)cc1	-11%	.	-1%	0%	-5%	-6%	12%	-0.1%	-11%
COc1ccc(CN2CCN(C(=O)c3cccc4ccccc34)CC2)c(OC)c1OC	17%	2%	-18%	14%	-3%	-1%	17%	0.3%	-15%
O=C(COC(=O)Cn1nnc2ccccc21)NC1CCCC1	20%	-3%	16%	-10%[57.1 µM]	-7%	-3%	4%	1.3%	2%
COc1ccc(C(=O)N/C(=C/c2cccs2)C(=O)NN)cc1OC	10%	2%	384%[activator]	8%[57.1 µM]	-1%[57.1 µM]	1%	9%	-5.3%	-1%
COc1ccc(-n2c(-c3ccco3)nc3c(cnn3-c3ccccc3C)c2=O)cc1	-10%&6%	2%&1%	?	?	-2%&-12%	-6%&-3%	8%&-6%	-1.1%&-0.5%	-22%&-11%
CCN1CCN(c2nc3c(C)cccn3c(=O)c2/C=C(\C#N)S(=O)(=O)c2ccc(Cl)cc2)CC1	7%	0%	-2%	-8%	-10%	1%	?	14%	-5%
Cc1nc2ccccn2c1C(=O)NNC(=S)Nc1ccccc1	-1%	5%	115%[activator]	?	-11%	5%	-8%	5.8%	-5%
Cc1ccc(/C=c2/sc3nnc(-c4ccccc4Cl)n3c2=O)o1	-27%	-19%	?	?	-7%	-7%	2%	-0.1%	-6%
C=CCOC(=O)C1=C(C)NC(SCC(N)=O)=C(C#N)C1c1ccc(C)cc1 (stereo not drawn)	-16%	2%	477%[activator]	-4%	-5%	-2%	-3%	1.4%	-27%
CC(C)(Oc1ccc(Cl)cc1)C(=O)Nc1ccc2oc(=O)ccc2c1	-6%	5%	0%&4%	13%	9%	-3%	8%	1.5%	-11%
COc1ccc(CNC(=O)CC2(CC(=O)O)CCCCC2)cc1	-19%	-1%	.	20%	7%	0%	2%	0.3%	-18%
O=C(Cn1c(=O)oc2cc(S(=O)(=O)N3CCCCCC3)ccc21)NC1CCCCCCC1	21%	0%	9%[57.4 µM]	7%	4%	2%	7%	0.2%	-23%
Cc1ccc(O)c(NC(=O)c2ccc3c(c2)C(=O)N(Cc2ccco2)C3=O)c1	4%	-18%	0%	3%	-6%	-3%	7%	-1.0%	-6%
NS(=O)(=O)c1ccc(Nc2nc(-c3ccccc3)cs2)cc1	-42%	0%	?	4%[57.1 µM]	3%[57.1 µM]	-10%	6%	0.1%	-13%
C[N+](C)(CCCCCC[N+](C)(C)CCCN1C(=O)c2cccc3cccc(c23)C1=O)CCCN1C(=O)c2cccc3cccc(c23)C1=O	3%[56.9 µM]	-1%	.	24%[57.1 µM]	64%[activator][57.1 µM]	1%	4%	3.1%	11%
Cc1nc2c(-c3ccc(Cl)cc3)cnn2c2c1CCC2	6%	-26%	-1%	31%[57.1 µM]	27%[57.1 µM]	-7%	0%	-1.7%	-19%
CN(Cc1ccccc1)C(=O)C1CCC(CNS(=O)(=O)c2cccc3cccnc23)CC1 (stereo not drawn)	14%	9%	-6%	-3%	-6%	2%	1%	1.7%	-7%
N#C/C(=C\c1ccncc1)c1ccc(NC(N)=O)cc1	33%	-2%	-2%	22%	2%	-8%	-6%	3.1%	-11%
